S100A4 inh HTS: S100A4-myosin IIA interaction inhibition. P26447. inhibition, % at 10.7 µM. hit rate 0.14% among 360,000. S100A4/TAMRA-MyoIIA peptide fluorescence polarization;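 active = mean inhibition of at least 70% across replicates, with every replicate also reaching that level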
Target sequence (P26447 whole entry, looked up): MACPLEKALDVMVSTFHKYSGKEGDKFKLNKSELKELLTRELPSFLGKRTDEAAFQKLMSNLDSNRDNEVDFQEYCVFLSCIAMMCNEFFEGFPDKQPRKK
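Material: human S100A4 monomer with TAMRA-labelled myosin IIA peptide; buffer or medium: HEPES pH 7.2 with CaCl2, KCl, NaCl, DTT, Triton; compound dosing: one concentration per compound; schedule: 5 min incubation before reading; benchmarks: neutral control DMSO, positive control TFP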
RAD52 inh: blocks human RAD52 DNA annealing; recombinant RAD52 DNA annealing, FRET fluorescence; inhibition, % at 18.7 µM; hit rate 0.46% among 360,000; AID 651710;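 active = every replicate showing at least 50% inhibition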
esBAF inh: SWI/SNF esBAF complex inhibition; mouse ES cells, Bmi1-luciferase knock-in reporter, 24 h; 100% = twice the neutral-well signal; hit rate 2% among 350,000; reporter increase, % at 12.5 µM; in the data active = activation above about 40%;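 note: 0% = median of the plate's neutral control wells and 100% = double that signal; a rise in the Bmi1 reporter signal indicates esBAF inhibition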
E-selectin induc: induces E-selectin expression in human endothelial cells | HUVEC E-selectin immunofluorescence imaging; normalized: neutral wells 0, TNF-alpha wells 100 | activation, % at 7.58 µM | hit rate 0.37% among 260,000 | AID 686992;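 active = mean E-selectin-positive cell signal at least 10% of the positive control, reached in at least 60% of replicates, without over 20% cell loss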;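 note: in these data hits start at about 27%; measured in HUVEC primary endothelial cells; signal is the percent of cells scored E-selectin positive by PE staining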
Target sequence (P16581 whole entry, looked up): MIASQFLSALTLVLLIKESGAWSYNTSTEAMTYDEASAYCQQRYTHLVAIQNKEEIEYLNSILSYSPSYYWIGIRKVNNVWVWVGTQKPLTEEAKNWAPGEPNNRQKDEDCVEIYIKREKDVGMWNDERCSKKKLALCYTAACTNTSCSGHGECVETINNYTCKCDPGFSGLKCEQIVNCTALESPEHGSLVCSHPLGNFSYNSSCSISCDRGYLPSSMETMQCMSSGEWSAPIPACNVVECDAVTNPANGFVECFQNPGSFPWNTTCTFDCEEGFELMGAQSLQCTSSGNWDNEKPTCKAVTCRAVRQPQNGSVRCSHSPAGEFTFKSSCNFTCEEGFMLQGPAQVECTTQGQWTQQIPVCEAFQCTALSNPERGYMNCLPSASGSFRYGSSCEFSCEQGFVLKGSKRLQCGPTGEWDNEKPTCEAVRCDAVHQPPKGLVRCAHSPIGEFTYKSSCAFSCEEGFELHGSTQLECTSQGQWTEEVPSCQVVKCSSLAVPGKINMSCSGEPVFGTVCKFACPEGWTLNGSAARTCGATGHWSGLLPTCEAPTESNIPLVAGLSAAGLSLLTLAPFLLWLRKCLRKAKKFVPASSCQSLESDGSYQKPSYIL
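System: HUVEC / Compound: single concentration / Signal: immunofluorescence imaging / Read-out: percent E-selectin-positive cells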
ERAP1 inh: ERAP1 (human) enzyme inhibition; Q9NZ08; recombinant ERAP1, Leu-AMC fluorescence, 60 min; inhibition, % at 10.7 µM; hit rate 0.15% among 340,000;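 active = mean replicate inhibition of at least 30%, or all replicates individually reaching that 30% level; inactive = mean below 30% and not every replicate reaching it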;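 note: 0% = neutral control wells and 100% = L-leucinethiol positive control wells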
ERp5 inh: blocks human ERp5 reductase activity on insulin. Q15084. ERp5 insulin aggregation, absorbance 650 nm, 90 min. inhibition, % at 9.99 µM. hit rate 0.05% among 350,000. AID 651711;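 active = mean replicate inhibition above about 25%, with every replicate also reaching it, limit read from the data, passing the limit was not always enough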
RAD54 branch: inhibitors of human RAD54 branch migration; AID 602329; inhibition, % at 10.4 µM; hit rate 0.14% among 360,000; RAD54 Holliday junction branch migration, FAM/BHQ fluorescence;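 active = mean normalized replicate activity at least 40 and at least half of replicates scoring 40 or more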;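 note: 0% = median of neutral control wells and 100% = median of positive control wells; inhibitors cause a drop in the FAM fluorescence signal; in these data hits start at about 50%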
Xi reactivation: reactivates the inactive X chromosome in mouse fibroblasts; XiGFP mouse fibroblasts, % GFP-positive cells imaging, 3 d; cells co-treated with 5-aza-dC sensitizer; scaled so ellipticine positive control = 100%; hit rate 0.055% among 360,000; AID 743238; activation, % at 7.58 µM;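 active = mean normalized replicate activation at least 10% and every replicate at or above 10%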;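 note: 0% = median of on-plate neutral control wells and 100% = ellipticine 6 µM median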
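assay system = SV40-immortalized XiGFP fibroblast cells, line 68-5-11 | buffer or medium = DMEM plus 5-aza-dC sensitizer | doses = single-point pinned compound dosing | times = 3-day compound exposure, then 15 min fixation at room temperature | benchmarks = positive control ellipticine, 6 µM final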
Numbers without * were called inactive; · = not tested or not shown; & = joins results of further samples. Compounds were not picked by outcome; any-hit rate near 2.5%.

Every second line gives: S100A4 inh HTS, RAD52 inh, esBAF inh, E-selectin induc, ERAP1 inh, ERp5 inh, RAD54 branch, Xi reactivation
O=C(C[C@H]1C=C[C@@H](NC(=O)Cc2cccnc2)[C@H](CO)O1)NCc1ccc2c(c1)OCO2
  5, 4, -6, -0.2, -1, -2, -5, 0.4
COCC(=O)Nc1ccc2c(c1)OC[C@@H](C)N(CCC(F)(F)F)C[C@@H](C)[C@H](OC)CN(C)C2=O
  -6, 13, -2, -0.2, 3, -3, 1, -0.2
O=C(Nc1cccc(C(=O)O)c1)Nc1ccccc1Cl
  5, -19, ·, ·, -11, 1, ·, 0.0
CCOP(=O)(OCC)c1nc(-c2ccccc2)oc1N1CCCCC1
  -2, -17, -4, 0.3, 0, -6, -3, 0.0
COCC(=O)Nc1ccc2c(c1)OC[C@@H](C)N(CC1CCCCC1)C[C@H](C)[C@H](OC)CN(C)C2=O
  1, 0, -1, -0.1, -2, -2, 1, -0.3
O=C(Nc1ccc([N+](=O)[O-])cc1)C(Cc1ccccc1)N1C(=O)c2cccc3cccc(c23)C1=O (centres undefined)
  -1, -61, 0, ·, 4, -1, ·, 0.0
CC(C)NC(=O)Nc1ccc2c(c1)C(=O)N([C@H](C)CO)C[C@H](C)[C@@H](CN(C)C)O2
  -15, -3, 0, 1.3, -1, 0, 4, 0.1
C[C@H]1CN([C@@H](C)CO)C(=O)CCCn2nncc2CO[C@H]1CN(C)C(=O)Nc1cccc(F)c1
  7, 8, -2, -0.3, -1, 1, 1, -0.6
O=C(CN(Cc1ccccc1)S(=O)(=O)c1ccc(Br)cc1)NCC1CCCO1 (centres undefined)
  -7, -22, -9, ·, 2, 1, -22, 0.0
CC(=O)Nc1ccc(S(=O)(=O)N(C)CC(=O)OCC(=O)c2ccc3c(c2)NC(=O)CO3)cc1
  -7, -16, -3, 0.3, -3, -3, 7, 0.3
O=C(COC(=O)c1cccc(Cl)c1)NCc1ccccc1
  -34, -7, 3, -0.1, -1, -2, 1, 0.3
COc1ccc(C2CC(c3ccccc3)=NN2C(=O)COC(=O)c2cc(S(=O)(=O)N3CCOCC3)ccc2F)cc1 (centres undefined)
  -4, -1, ·, ·, -2, -4, 3, 0.5
CCCNC(=O)N(C)C[C@H]1Oc2cc(C#CC(C)C)ccc2S(=O)(=O)N([C@@H](C)CO)C[C@H]1C
  ·, ·, -1, 0.7, ·, ·, -12, -0.5
O=C(COc1ccccc1)Nn1c(-c2ccccc2)nc2ccccc2c1=O
  0, -6, -8, ·, 0, -1, 6, 0.0
CC(C)(C)c1ccc(OCC(O)CN(CCO)CC(O)Cn2ccc3ccccc32)cc1 (centres undefined)
  -2, -11, ·, ·, -5, -6, ·, 0.4

Among those listed so far, these have a halogen:
Every second line gives: S100A4 inh HTS, RAD52 inh, esBAF inh, E-selectin induc, ERAP1 inh, ERp5 inh, RAD54 branch, Xi reactivation
COCC(=O)Nc1ccc2c(c1)OC[C@@H](C)N(CCC(F)(F)F)C[C@@H](C)[C@H](OC)CN(C)C2=O
  -6, 13, -2, -0.2, 3, -3, 1, -0.2
O=C(Nc1cccc(C(=O)O)c1)Nc1ccccc1Cl
  5, -19, ·, ·, -11, 1, ·, 0.0
C[C@H]1CN([C@@H](C)CO)C(=O)CCCn2nncc2CO[C@H]1CN(C)C(=O)Nc1cccc(F)c1
  7, 8, -2, -0.3, -1, 1, 1, -0.6
O=C(CN(Cc1ccccc1)S(=O)(=O)c1ccc(Br)cc1)NCC1CCCO1 (centres undefined)
  -7, -22, -9, ·, 2, 1, -22, 0.0
O=C(COC(=O)c1cccc(Cl)c1)NCc1ccccc1
  -34, -7, 3, -0.1, -1, -2, 1, 0.3
COc1ccc(C2CC(c3ccccc3)=NN2C(=O)COC(=O)c2cc(S(=O)(=O)N3CCOCC3)ccc2F)cc1 (centres undefined)
  -4, -1, ·, ·, -2, -4, 3, 0.5

(listing goes on)
Every second line gives: S100A4 inh HTS, RAD52 inh, esBAF inh, E-selectin induc, ERAP1 inh, ERp5 inh, RAD54 branch, Xi reactivation
Cc1ccc(CNS(=O)(=O)c2ccc3c(c2)OCCO3)cc1
  -3, -6, ·, ·, -1, -7, -2, 0.0
O=C(COC(=O)c1c[nH]c2ccccc12)NC1CCCCC1
  -1, 1, 9, ·, -1, -2, 5, 0.3
CCn1c(=O)c([N+](=O)[O-])c(NCCCn2ccnc2)c2ccccc21
  1, 5, ·, 4.8, ·, -2, ·, -0.1
C[C@H]1CN([C@@H](C)CO)C(=O)c2cc(NS(=O)(=O)c3cccs3)ccc2O[C@H]1CN(C)C(=O)Nc1ccc(F)cc1
  -9, -1, 4, 0.0, -4, 7, -5, -0.1
COc1cc(NC(=O)[C@H]2O[C@@H](n3cnc4c(N)ncnc43)[C@H](O)[C@@H]2O)cc(OC)c1OC
  -1, -5, -8, 0.6, 3, -2, -14, 0.1
O=C(Nc1ccc(F)cc1)C(NC1CCCCC1)c1ccccc1 (centres undefined)
  -3, -14, 9, 0.5, -2, 3, 19, 0.1
COc1ccc2c3c([nH]c2c1)[C@H](CO)N(C(=O)NC(C)C)CC31CCN(C(=O)c2cccnc2)CC1
  -1, 2, ·, -0.1, -1, 1, ·, 0.3
OCCN1CCN(c2ncnc3c2ncn3[C@H]2CN(Cc3ccc(Cl)cc3)C[C@@H](CO)O2)CC1
  -3, -22, 4, -0.1, -7, 0, -4, 0.0
CCN(C[C@H]1N[C@H](CO)[C@H]1c1ccc(-c2ccccc2)cc1)C(=O)COC
  17, -5, 2, 0.1, -1, 4, -6, 0.1
COc1ccc(-c2ccc([C@H]3[C@@H](C#N)N(C(=O)c4cccnc4)[C@@H]3CO)cc2)cc1
  45, -41, 20, 0.1, 1, 7, -15, 0.4
CC(C)(C)C(=O)Nc1cccc(-c2nc3ccccc3c(=O)o2)c1
  -4, -4, -9, ·, -4, -3, 3, ·
CCCCOc1cccc(C(=O)Nc2ccc(NC(=O)c3cccs3)cc2)c1
  0, 10, -1, 2.0, 0, 7, 7, 0.0
CC1(C)CC(NC(=O)N2c3ccccc3Sc3ccccc32)CC(C)(C)N1
  3, -11, ·, 1.6, 10, 1, ·, 0.4
C[C@]12CC[C@@H]3c4ccc(O)cc4C(=O)C[C@H]3[C@@H]1CC[C@@H]2O
  -2&1, -4, 4&1, 0.0, 2, 4, 9&2, 0.1
CNC(=O)c1[nH]cnc1C(=O)Nc1cccc(C)c1
  -1, -69, 31, ·, 2, -7, -2, 0.1

Remaining list, next part:
Every second line gives: S100A4 inh HTS, RAD52 inh, esBAF inh, E-selectin induc, ERAP1 inh, ERp5 inh, RAD54 branch, Xi reactivation
COCC#Cc1cnc2c(c1)C(=O)N([C@@H](C)CO)C[C@H](C)[C@@H](CN(C)C(=O)Nc1ccccc1F)O2
  2, -13, -2, 0.2, 1, -1, 10, 0.0
CCN(CC)S(=O)(=O)c1ccc(C(=O)NC(=S)N2CCCCC2C)cc1 (centres undefined)
  -2, 2, -6, ·, -6, 3, 4, 0.0
Cc1cc(C)cc(NC(=O)COC(=O)CN=C2NS(=O)(=O)c3ccccc32)c1
  -6, -1, ·, 0.2, ·, -3, ·, 0.0
COc1ccc(NC(=O)N2CC(=O)N3[C@H](CO)[C@@H](c4ccc(C#CCC5CCCC5)cc4)[C@H]3C2)cc1
  4, -10, ·, 0.3, -2, 4, ·, 0.3
CCOc1ccc(-n2c(-c3ccccc3)c[n+]3c2CCC3)cc1
  11, -2, ·, ·, 2, -5, ·, 0.1
CCn1c(CC(=O)Nc2ccccc2F)nnc1SCC(=O)NC1CCCCC1
  1, 1, -7, 20, -3, 2, -6, 0.0
Clc1cc(Br)ccc1OCCCn1ccnc1
  2, -6, 6, ·, -1, 3, ·, 0.0
NCCCC[C@H]1CN=C(N)N1CCCCC1CCCCC1
  ·, ·, 3, 0.3, ·, ·, 5, 0.0
Cc1ccc(S(=O)(=O)Nc2ccc3c(c2)CC(=O)N([C@H](C)CO)C[C@@H](C)[C@H](CN(C)S(=O)(=O)c2ccccc2)O3)cc1
  -2, -17, 1, 0.0, -3, 10, -3, 0.1&0.0
COc1cccc(N2CCN(c3ccc4nnc(CCC(=O)Nc5ncccc5C)n4n3)CC2)c1
  11, 1, 5, 3.4, -3, 0, 1, 0.2
NC(=O)CCN1CCN(Cc2nc(C(c3ccccc3)c3ccccc3)no2)CC1
  4, -22, ·, -0.1, 2, 7, ·, 0.0
CC1CCC2(CC1)NC(=O)N(NC(=O)c1ccc(OC(C)C)cc1)C2=O (centres undefined)
  13, 3, -9, 1.0, 3, 4, -2, 0.0
Cc1cccc(OCC(=O)NCCNC(=O)c2ccncc2)c1
  0, -13, -9, 0.7, 0, -1, 5, 0.0
CC(C)(C)C1=CC(O)(c2ccccc2)C=C(C(C)(C)C)C1=O
  -2, -5, -1, ·, -1, 0, -17, 0.3
C[C@H](NC(=O)c1cccc([N+](=O)[O-])c1)C(=O)OCC(=O)c1ccccc1Br
  22, -9, -5, 0.9, -5, 5, -3, 0.1

(cont.)
Every second line gives: S100A4 inh HTS, RAD52 inh, esBAF inh, E-selectin induc, ERAP1 inh, ERp5 inh, RAD54 branch, Xi reactivation
O=C(NC1CCCCC1)C(c1ccco1)N(C(=O)c1csnn1)c1cccc(F)c1 (centres undefined)
  -5, -2, 4, 0.3, 3, 1, -5, 0.0
C[C@H]1CN([C@@H](C)CO)C(=O)c2cc(NC(=O)C3CCCCC3)ccc2O[C@@H]1CN(C)Cc1ccc(-c2ccccc2)cc1
  -10, -6, 5, 0.0, 4, 1, 0, -1.1
COCC(=O)Nc1ccc2c(c1)[C@H]1C[C@@H](CC(=O)NCCc3ccccc3)O[C@@H](CO)[C@H]1O2
  5, -3, 5, -0.4, 7, -12, 7, 0.0
C[C@@H]1CN([C@@H](C)CO)C(=O)Cc2cc(NC(=O)Nc3ccc(F)cc3)ccc2O[C@H]1CN(C)Cc1ccc(Oc2ccccc2)cc1
  0, -15, 5, 0.6, 2, 2, 0, 0.0
COc1cc(CNCCCCO)ccc1OCc1ccccc1F
  3, 9, 23, ·, -2, 4, -1, 0.0
c1coc(-c2cc(C3CCNCC3)[nH]n2)c1
  -3, 6, ·, ·, 0, 4, ·, 0.2
CC1(c2nnnn2-c2ccc3c(c2)OCCO3)CCC(=O)N1Cc1ccc(F)cc1 (centres undefined)
  -15, -3, ·, -0.1, 1, 5, ·, 0.0

A second format for some results above.
> CC1(c2nnnn2-c2ccc3c(c2)OCCO3)CCC(=O)N1Cc1ccc(F)cc1 (centres undefined)
  S100A4 inh HTS: -15
  RAD52 inh: -3
  esBAF inh: ·
  E-selectin induc: -0.1
  ERAP1 inh: 1
  ERp5 inh: 5
  RAD54 branch: ·
  Xi reactivation: 0.0
> c1coc(-c2cc(C3CCNCC3)[nH]n2)c1
  S100A4 inh HTS: -3
  RAD52 inh: 6
  esBAF inh: ·
  E-selectin induc: ·
  ERAP1 inh: 0
  ERp5 inh: 4
  RAD54 branch: ·
  Xi reactivation: 0.2
> C[C@@H]1CN([C@@H](C)CO)C(=O)Cc2cc(NC(=O)Nc3ccc(F)cc3)ccc2O[C@H]1CN(C)Cc1ccc(Oc2ccccc2)cc1
  S100A4 inh HTS: 0
  RAD52 inh: -15
  esBAF inh: 5
  E-selectin induc: 0.6
  ERAP1 inh: 2
  ERp5 inh: 2
  RAD54 branch: 0
  Xi reactivation: 0.0
